Assay outcomes (PubChem)
Thrombin inh: blocks human thrombin protease activity. P00734. alpha-thrombin, Boc-VPR-AMC fluorogenic substrate cleavage. 220,000 compounds, 0.26% hits. inhibition, % at 5 µM;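 active = inhibition at or above 40%; inactive = inhibition below 40%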;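 also: 0% = enzyme with no compound and 100% = wells without enzyme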
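System – human alpha-thrombin protein · Reagent – Boc-VPR-AMC substrate, 15 µM final · Compound – 5 µM single dose in 0.2% DMSO · Schedule – reaction at room temperature · Technique – AMC fluorescence at 355 nm excitation and 460 nm emission · Read-out basis – % inhibition relative to enzyme controls and enzyme-free blanks · Control set – no-compound enzyme wells and no-enzyme blanks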
14-3-3 Bad inh: disrupts binding of bovine 14-3-3 zeta to phospho-Bad peptide; TR-FRET 14-3-3zeta/Dy647-pBad peptide displacement, 1 h; inhibition, % at 21.7 µM; 220,000 compounds, 0.71% hits; AID 781;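 active = inhibition above about 70%, limit read from the data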;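 also: 0% = full 14-3-3 plus peptide FRET controls and 100% = background without 14-3-3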
Runt-SMMHC FRET: blocks binding of human RUNX1 Runt domain to CBFb-SMMHC; Cerulean-Runt/Venus-CBFb-SMMHC FRET ratio 530/480, 1 h; Q01196+Q13951; 220,000 compounds, 0.74% hits; inhibition, % at 20 µM;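 active = mean inhibition across duplicate retests at 20 µM reaching about 50%, limit read from the data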;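 also: 0% = DMSO wells and 100% = wells with excess untagged CBFb-SMMHC; inhibitors lower the FRET ratio by blocking Runt binding to CBFb-SMMHC; some results filed as inactive read as strong as hits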
Target sequence (Q01196 whole entry, looked up, the tested form may be a part): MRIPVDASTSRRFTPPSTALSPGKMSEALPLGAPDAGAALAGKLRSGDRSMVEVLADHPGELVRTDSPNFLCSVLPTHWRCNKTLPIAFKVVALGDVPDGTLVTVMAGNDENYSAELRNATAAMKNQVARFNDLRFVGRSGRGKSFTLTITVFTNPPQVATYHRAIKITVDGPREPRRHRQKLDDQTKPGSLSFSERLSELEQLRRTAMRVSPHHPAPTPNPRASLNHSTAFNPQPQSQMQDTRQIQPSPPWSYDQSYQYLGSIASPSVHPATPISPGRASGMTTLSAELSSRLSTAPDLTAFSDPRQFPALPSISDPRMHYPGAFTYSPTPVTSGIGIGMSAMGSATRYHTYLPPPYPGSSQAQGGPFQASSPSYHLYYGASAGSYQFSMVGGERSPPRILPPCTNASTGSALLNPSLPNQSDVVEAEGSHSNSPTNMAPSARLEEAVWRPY
Target sequence (Q13951 whole entry, looked up, the tested form may be a part): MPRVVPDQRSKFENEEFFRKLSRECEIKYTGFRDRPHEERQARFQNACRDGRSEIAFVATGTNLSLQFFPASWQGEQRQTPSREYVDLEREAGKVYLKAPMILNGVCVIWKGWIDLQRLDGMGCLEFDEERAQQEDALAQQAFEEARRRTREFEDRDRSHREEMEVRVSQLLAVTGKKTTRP
Wee1 degr inh: inhibitors of human Wee1 degradation. P30291. HeLa Luc-Wee1K328M stability, luciferase luminescence; 100% = proteasome inhibitor MG132 effect. reporter increase, % at 5 µM. 220,000 compounds, 1.2% hits. AID 1321;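 active = activation above the mean of all tested compounds plus 3 SD, set per screening run, cut at about 8.8% in these data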;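 also: cells exposed to compound for 20 h before luminescence read; 0% = DMSO alone and 100% = MG132 at 30 µM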
FXIIa inh 1536: factor XIIa (human) inhibition. P00748. purified FXIIa, Boc-QGR-AMC fluorogenic substrate, 2 h. inhibition, % at 5 µM. 220,000 compounds, 0.3% hits; in the data active = inhibition above about 40%;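 also: 0% = enzyme with no compound and 100% = blank without enzyme; many of its hits are not listed in these tables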
KLK5 inh: kallikrein 5 (human) inhibition. inhibition, % at 5 µM. Q9Y337. 210,000 compounds, 0.59% hits. AID 873. recombinant hK5, fluorogenic AMC substrate cleavage;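 active = inhibition of 40% or more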;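 also: 0% = enzyme controls without compound and 100% = no-enzyme blanks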
Target sequence (Q9Y337 67-293 limits assumed): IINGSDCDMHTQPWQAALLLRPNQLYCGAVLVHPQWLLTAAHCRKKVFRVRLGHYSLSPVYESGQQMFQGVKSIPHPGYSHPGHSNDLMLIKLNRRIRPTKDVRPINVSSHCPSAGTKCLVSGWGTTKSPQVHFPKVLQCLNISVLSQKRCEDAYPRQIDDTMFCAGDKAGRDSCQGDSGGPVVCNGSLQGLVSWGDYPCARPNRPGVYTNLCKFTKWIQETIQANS
Hck-Nef inh: human Hck-Nef kinase inhibition; Recombinant Hck-YEEI plus Nef, Z-Lyte FRET kinase assay; AID 463187; 220,000 compounds, 0.68% hits; inhibition, % at 20 µM; P08631;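 active = Hck-Nef kinase inhibition above about 50%, limit read from the data; inactive = inhibition below that limit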;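 also: 0% = DMSO with Hck plus Nef and 100% = Hck alone without Nef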
FXIa inh 1536: blocks human coagulation factor XIa protease activity. P03951. purified FXIa, Boc-Glu-Ala-Arg-AMC fluorogenic substrate. inhibition, % at 5 µM. 220,000 compounds, 0.14% hits. AID 798;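 active = inhibition of at least 40%; inactive = inhibition below 40%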;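 also: fluorescence of freed AMC excited at 355 nm; 0% = enzyme without compound and 100% = no enzyme blank; many of its hits are not listed in these tables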
Runt-CBFb FRET: blocks binding of human RUNX1 Runt domain to CBFb. Q01196+Q13951. Cerulean-Runt/Venus-CBFb FRET ratio 530/480, 1 h. inhibition, % at 20 µM. 220,000 compounds, 0.46% hits. AID 1496;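 active = inhibition over about 50% at 20 µM in the single-dose screen, limit read from the data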;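 also: 0% = DMSO wells and 100% = excess unlabeled CBFb competitor control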
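Assay system: Cerulean-Runt domain fusion protein, energy donor; Signal: fluorescence energy transfer, 422 nm excitation, 530/480 nm emission; Timing: 1 h compound exposure, room temperature; Control set: unlabeled CBFb; Medium: Tris buffer pH 7.5 with salts and BSA; Compound: single test concentration of 20 µM, 1% DMSO final; Probe or stimulus: Venus-CBFb 100 nM.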
An asterisk follows results filed as active; / = not tested or not shown; [ ] = another dose, or the depositor's remark.

nr	Thrombin inh	14-3-3 Bad inh	Runt-SMMHC FRET	Wee1 degr inh	FXIIa inh 1536	KLK5 inh	Hck-Nef inh	FXIa inh 1536	Runt-CBFb FRET	compound
1	2	-3	3	-1	6	-15	-1	2	2	CC(C)C(OC(=O)c1ccco1)C(=O)NC1CCCCC1 (stereo not given)
2	-6	-2	-3	-1	2	-4	21	-3	-2	O=c1c(-c2cccc([N+](=O)[O-])c2)[n+]([O-])c2ccccc2n1O
3	1	-11	-3	-3	-5	-24	6	1	2	OC1CCCN(C(=S)NCc2ccccc2)C1 (stereo not given)
4	-4	-13	4	4	5	-6	22	-5	-2	O=C(NCC1CCCO1)c1ccccc1S(=O)(=O)c1ccc([N+](=O)[O-])cc1 (stereo not given)
5	-9	-1	-1	1	2	-1	13	0	2	O=C(NC(=S)Nc1ccc2oc(=O)ccc2c1)c1ccco1
6	-7	-20	-3	-3	14	-16	7	4	4	O=C(CSC(=S)N1CCOCC1)c1ccccc1
7	-5	-15[fluorescence artefact?]	18	1	-4	-2	2	-6	16	O=C(O)CCc1ccc(-c2ccccc2)n1NC(=O)c1ccco1
8	0	-4	2	-1	-3	-20	-4	-2	0	COc1cc([N+](=O)[O-])cc2sc(NC(=O)C(C)(C)C)nc12
9	2	0	-1	0	8	0	4	0	4	COc1cccc(CNC(=O)CN(C)S(=O)(=O)c2cccc3cccnc23)c1
10	-4	-14	-113	-1	6	-2	-1	9	-37	COc1cc(/C=C2/SC(=S)N(CC3CCCO3)C2=O)ccc1O (stereo not given)
11	-4	-4	3	3	-2	4	7	-6	0	O=C(Oc1ccc(-c2cnc3ccccc3n2)cc1)c1ccco1
12	-1	-13[fluorescence artefact?]	3	1	15	-7	1	7	0	Cc1cc(C)n(-c2nc3c(c(=O)[nH]c(=O)n3C)n2Cc2ccc(F)cc2)n1
13	-8	52	-3	1	7	-6	65*	-2	-8	O=C(N=Nc1c(O)n(C2OC(=O)c3ccccc32)c2ccccc12)c1ccco1 (stereo not given)
14	-8	9[fluorescence artefact?]	-1	1	3	-20	-1	-7	0	CCCN(CCC)C(=O)C1CC(=O)OC12CCOC(C)(C)C2 (stereo not given)
15	-2	5	-3	0	11	1	6	3	-1	C/C(=N\OCC(=O)O)c1ccc(Cl)cc1
16	3	10[fluorescence artefact?]	-2	-2	10	16	6	-2	-4	N#C/C(=C(/O)Cc1cccc2ccccc12)c1nc2ccccc2s1
17	-7	14	-7	-5	22	-6	0	3	-1	Cc1ccc(-c2csc(N(Cc3ccccc3)C(=O)COc3ccccc3)n2)cc1
18	-3	12[fluorescence artefact?]	4	0	7	-15	1	0	2	O=C(CCCNS(=O)(=O)c1ccc(Br)cc1)N1CC[C@@]2(O)CCCC[C@H]2C1
19	0	18	-5	3	-1	-12	2	8	1	CCS(=O)(=O)c1nc(NC(C)=O)n[nH]1
20	1	-3	-19	0	14	-9	47	10	4	CC(C)(C)C1C/C(=C/c2ccco2)C(=O)/C(=C/c2ccco2)C1 (stereo not given)
21	-4	-4	-1	6	10	3	5	6	1	O=[N+]([O-])c1cccc(-c2nc(-c3ccccn3)no2)c1
22	-7	-21	0	0	-10	1	-1	-3	2	c1ccc(Cn2nnnc2C(c2ccccn2)N2CCN(c3ccccc3)CC2)cc1 (stereo not given)
23	2	-6	-4	1	9	-10	2	-1	-2	C/C(Nc1ccc(F)cc1)=C(/C#N)C(N)=O
24	-5	0	0	2	-13	-10	1	-3	0	Cc1cc2c3c(c1C)C1(C(=O)N3C(C)(C)CC2C)C(C#N)=C(N)Oc2cc(O)ccc21 (stereo not given)
25	3	-7	-2	-1	15	-12	-4	4	-2	CCOc1cccc(NC(=O)Cc2cccs2)c1
26	-3	-3	1	-2	12	4	20	-1	0	COc1ccc(CNC(=O)Cn2nc(C(F)(F)F)cc2C)cc1
27	-1	1[fluorescence artefact?]	-2	1	10	-15	3	6	2	COc1cccc(OCC(=O)NNC(=O)c2cnccn2)c1
28	-9	-7	4	-2	-1	-11	21	-1	3	CN(CCC#N)C(=O)COC(=O)c1cc(Cl)cc(Cl)c1N
29	4	5	6	-1	-1	-8	-1	5	0	CC(=O)C1=C(O)C(=O)N(c2ccc(Br)cn2)C1c1ccccc1F (stereo not given)
30	-3	-5	-2	-3	6	-4	0	-4	1	O=C1C=C(NCc2ccc(Cl)c(Cl)c2)CC1

3 compounds already listed, ordered by their value in FXIIa inh 1536, falling:
nr	Thrombin inh	14-3-3 Bad inh	Runt-SMMHC FRET	Wee1 degr inh	FXIIa inh 1536	KLK5 inh	Hck-Nef inh	FXIa inh 1536	Runt-CBFb FRET	compound
6	-7	-20	-3	-3	14	-16	7	4	4	O=C(CSC(=S)N1CCOCC1)c1ccccc1
14	-8	9[fluorescence artefact?]	-1	1	3	-20	-1	-7	0	CCCN(CCC)C(=O)C1CC(=O)OC12CCOC(C)(C)C2 (stereo not given)
22	-7	-21	0	0	-10	1	-1	-3	2	c1ccc(Cn2nnnc2C(c2ccccn2)N2CCN(c3ccccc3)CC2)cc1 (stereo not given)

Part of the list above, reformatted.
cpd | smiles | Thrombin inh | 14-3-3 Bad inh | Runt-SMMHC FRET | Wee1 degr inh | FXIIa inh 1536 | KLK5 inh | Hck-Nef inh | FXIa inh 1536 | Runt-CBFb FRET
14 | CCCN(CCC)C(=O)C1CC(=O)OC12CCOC(C)(C)C2 (stereo not given) | -8 | 9[fluorescence artefact?] | -1 | 1 | 3 | -20 | -1 | -7 | 0
15 | C/C(=N\OCC(=O)O)c1ccc(Cl)cc1 | -2 | 5 | -3 | 0 | 11 | 1 | 6 | 3 | -1
16 | N#C/C(=C(/O)Cc1cccc2ccccc12)c1nc2ccccc2s1 | 3 | 10[fluorescence artefact?] | -2 | -2 | 10 | 16 | 6 | -2 | -4
17 | Cc1ccc(-c2csc(N(Cc3ccccc3)C(=O)COc3ccccc3)n2)cc1 | -7 | 14 | -7 | -5 | 22 | -6 | 0 | 3 | -1

The listing continues:
nr	Thrombin inh	14-3-3 Bad inh	Runt-SMMHC FRET	Wee1 degr inh	FXIIa inh 1536	KLK5 inh	Hck-Nef inh	FXIa inh 1536	Runt-CBFb FRET	compound
31	-11	-1	-1	-2	-3	7	-3	-5	1	O=C(COC(=O)CCc1nc2ccccc2s1)Nc1ncc(Cl)cc1Cl
32	-15	-3[fluorescence artefact?]	0	9.7*	-10	-26	16	-9	-2	COc1cc2nc(/C=C/c3cc(OC)c(OC)c(OC)c3)sc2cc1SC
33	7	-1	0	-2	33	21	0	69*	-1	CCCCCCCc1c(O)nc(SCCN(C)C)[nH]c1=O
34	0	-2	0	0	9	2	6	2	-1	CCOC(=O)c1n[nH]n(-c2cc(Cl)cc(Cl)c2)c1=O
35	4	41	7	2	4	-2	18	-6	0	COc1ccc(C(=O)OCC[N+]2(C)CCOCC2)cc1
36	-7	-11	2	3	11	-21	2	8	0	Cc1cccc(C)c1NC(=O)C1(N2C(=O)CC2c2ccccc2)CCCCC1 (stereo not given)
37	5	3	2	4	-1	-18	1	4	-1	Cc1ccc(N(CC(=O)NN=C2CCN(C)CC2)S(=O)(=O)c2ccc(C)cc2)cc1
38	-2	-2	0	-3	15	-9	2	-2	-1	Oc1ccccc1CNn1cnnc1
39	-4	9	-2	-5	10	-9	0	5	-2	Cc1c(NC(=O)c2cc(C(C)C)on2)c(=O)n(-c2ccccc2)n1C
40	1	41	0	-3	7	-13	-4	2	-3	Cc1ccc(CNc2ccc3nnc(-c4ccccc4)n3n2)cc1
41	1	-1	-7	-1	14	6	28	2	4	O=C1NN(c2ccccc2)C(=O)/C1=C/c1ccc(Sc2ccc(Cl)cc2)o1
42	1	-1	/	1	9	2	17	0	/	O=C(O)C1CC=CCC1C(=O)Nc1cccnc1 (stereo not given)
43	-5	-8	-1	0	3	-11	21	1	1	Cc1nc(SCC(=O)Nc2ccccn2)n[nH]1
44	-11	-7	0	3	6	2	24	-1	-5	COc1ccc(CCCc2nnc(SCC(=O)Nc3ccccc3F)o2)cc1
45	-8	3	1	18*	12	-19	0	2	-5	Cc1nnc(SCC(=O)Nc2nsc(-c3ccc(C(C)(C)C)cc3)n2)s1
46	-5	1[fluorescence artefact?]	1	1	12	-2	7	3	0	CC(=O)NC(CCS(C)(=O)=O)C(=O)Nc1ccccc1 (stereo not given)
47	7	-1	0	3	6	-4	22	-6	-4	O=C(NC1CC1)c1ccc2c(Cl)c3c(nc2c1)CCCC3
48	0	-17	2	-3	0	-21	-16	-5	0	COc1cccc(-n2c(N)c(-c3nc4ccccc4[nH]3)sc2=S)c1
49	-1	8	-2	5	15	-9	1	4	2	COc1cccc2c(=O)n(CC(=O)Nc3ccc(F)cc3)ccc12
50	2	-21	-1	1	1	-20	-4	-1	-1	S=C(NCc1ccccc1)Nc1cccc(Cl)c1
51	-3	-3	-4	2	11	-5	0	1	-4	O=[N+]([O-])c1cc(-n2cnnn2)ccc1N1CCC(Cc2ccccc2)CC1
52	-7	-8	16	3	7	0	18	-5	13	S=c1[nH]nc(Cn2cnc3ccccc32)n1-c1ccccc1
53	3	7	2	27*	9	-3	-8	0	-1	Clc1cccc(NCc2ccccc2)n1
54	2	4	0	-1	11	20	5	0	-1	O=[N+]([O-])c1cccc(S(=O)(=O)c2ccc(NCCO)c([N+](=O)[O-])c2)c1
55	-13	46	0	0	-8	-25	0	-14	1	CN(C)S(=O)(=O)c1ccc(C(=O)Nc2cccc(C(=O)O)c2)cc1
56	-3	-9	1	0	5	-1	9	2	-2	CC(C)Cc1csc(NC(=O)c2ccc(Br)cc2)c1C(=O)O
57	-5	-8	3	3	4	-9	0	-3	7	COc1cc(Br)cc(-c2nc3c(c(=O)[nH]c(=O)n3Cc3ccccc3)n2C)c1O
58	1	9	-1	1	4	4	18	-1	-1	COC(=O)c1ccccc1NC(=O)Cn1c(=O)n(CCC(=O)NC2CCN(Cc3ccccc3)CC2)c(=O)c2ccccc21
59	1	7	0	9.5*	8	3	20	-2	2	O=C(Cn1ncc(Cl)c(Cl)c1=O)NC1CCS(=O)(=O)C1 (stereo not given)
60	2	12	-4	0	8	2	14	1	1	COC(=O)c1cccc(NC(=O)CSc2nc(O)c(-c3ccccc3)c(=O)[nH]2)c1

Structural class: the compounds so far with a thiophene ring, fused or not (2)
nr	Thrombin inh	14-3-3 Bad inh	Runt-SMMHC FRET	Wee1 degr inh	FXIIa inh 1536	KLK5 inh	Hck-Nef inh	FXIa inh 1536	Runt-CBFb FRET	compound
25	3	-7	-2	-1	15	-12	-4	4	-2	CCOc1cccc(NC(=O)Cc2cccs2)c1
56	-3	-9	1	0	5	-1	9	2	-2	CC(C)Cc1csc(NC(=O)c2ccc(Br)cc2)c1C(=O)O

Along the list, as entered above:
KLK5 inh for entries 12 to 22, in order: -7, -6, -20, 1, 16, -6, -15, -12, -9, 3, 1
